# GLP-1R agonist = GLP-1 receptor (human) agonism | 0.007% of 380,000 active | Potency, µM (titrated, usually from 45.6 µM), for inactives: at the top dose activation, usual class: activators | HEK293 GLP-1R CRE-luciferase, luminescence, 4-6 h; cells express a hypersensitive GLP-1R form | P43220 | AID 624172; note: % of control where 0% means no effect
# Target sequence (P43220 whole entry, looked up): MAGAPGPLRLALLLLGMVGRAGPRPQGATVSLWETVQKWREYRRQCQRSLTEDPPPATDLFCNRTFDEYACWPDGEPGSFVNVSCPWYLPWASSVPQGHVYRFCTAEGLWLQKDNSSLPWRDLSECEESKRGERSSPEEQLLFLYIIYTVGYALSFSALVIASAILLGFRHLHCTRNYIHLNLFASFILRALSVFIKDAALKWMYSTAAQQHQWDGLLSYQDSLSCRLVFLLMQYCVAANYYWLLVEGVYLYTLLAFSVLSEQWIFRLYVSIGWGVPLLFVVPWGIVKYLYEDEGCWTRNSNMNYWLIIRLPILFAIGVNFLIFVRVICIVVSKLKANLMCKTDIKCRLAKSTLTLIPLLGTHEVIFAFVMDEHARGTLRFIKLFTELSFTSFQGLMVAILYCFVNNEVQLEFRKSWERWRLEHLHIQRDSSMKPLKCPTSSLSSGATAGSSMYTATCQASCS
# KB-3-1 tox = KB-3-1 parental cell cytotoxicity; KB-3-1 viability, CellTiter-Glo ATP luminescence, 72 h; Potency, µM (titrated, usually from 46.1 µM), inactives show at the top dose activity change, negative = cytotoxic, usual class: cytotoxic; 1.4% of 400,000 active; AID 1347075; note: % is set by controls: 0 for no effect and ±100 for the full control effect; nearly all actives have a fitted effect of over 60% in size
#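 KB-3-1 parental drug-naive adenocarcinoma cells in DMEM/10% FBS, incubated 72 h at 37 C with pin-transferred compounds across a concentration series. Viability by CellTiter-Glo luminescence; concentration-response curves fitted after normalization.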
# GLP1R inv ag = GLP-1 receptor (human) inverse agonism; Potency, µM (series often up to 38.3 µM), for the others: top-dose activity change, negative = inhibition, usual class: inhibitors; HEK293 GLP-1R CRE-luciferase, luminescence, 24 h; GLP-1R form is constitutively active; AID 624417; 1.6% of 410,000 active; P43220; note: % is set by controls: 0 for no effect and ±100 for the full control effect; nearly all actives have a fitted effect of over 55% in size
#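 GLP-1R inverse agonism mode: basal reporter luminescence in engineered HEK293 cells measured after one day of compound exposure at 37 deg C, with a 12 min room-temperature detection step.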
# KB-V1 MDR tox = KB-V1 MDR subline cytotoxicity | KB-V1 MDR cells viability, CellTiter-Glo, 72 h | Potency, µM (highest dose often 46.1 µM), for inactives: at the top dose activity change, negative = cytotoxicity, most hits filed as cytotoxic | 3.4% of 400,000 active | AID 1347076; note: % is set by controls: 0 for no effect and ±100 for the full control effect; nearly all actives have a fitted effect of over 60% in size
#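 Luminescent ATP read-out (CellTiter-Glo, 10 min) measures survival of drug-selected KB-V1 MDR cells after 72 h, 37 degrees C compound exposure. Medium: phenol-red-free DMEM, 10% FBS. Values from fitted concentration-response curves.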
# HEK293 tox = cytotoxicity in counter-screen for GLP-1R inverse agonists. 0.13% of 410,000 active. AID 624418. HEK293 cAMP-luciferase reporter cells, luminescence, 24 h. Potency, µM (titrated, usually from 38.3 µM), for inactives: at the highest dose activity change, negative = inhibition, usual class: inhibitors;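 note: loss of luciferase light is scored as toxicity; % is set by controls: 0 for no effect and ±100 for the full control effect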
#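 To flag toxic compounds, the library was rerun on cells for 24 hr at 37 deg C and 5% CO2. Viability-linked luminescence was captured 12 min after adding luciferase detection reagent.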
# HT1080 IDH1KD tx = HT-1080 IDH1 knockdown cell toxicity (counter line); HT-1080 IDH1 knockdown viability, ATP luminescence, 48 h; Potency, µM (series often up to 46.1 µM), for the others: at the highest dose activity, negative = toxicity, most hits filed as cytotoxic; 2% of 360,000 active; AID 686971;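 note: 0% = DMSO wells and -100% = cell-free medium wells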
#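 IDH1KD HT-1080 cells, 750/well, RPMI + 5% FBS; compound pinned after 2 h settling; 48 h, 37 °C; CellTiter-Glo luminescence; % activity normalised to DMSO and no-cell wells; curves fitted, classed by r2 and efficacy.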
# HT1080NT lethal = kills 2HG-producing HT-1080-NT fibrosarcoma cells. Potency, µM (highest dose often 46.1 µM), for the others: at the top dose activity, negative = less viability, actives largely listed as cytotoxic. HT-1080-NT fibrosarcoma viability, CellTiter-Glo ATP luminescence, 48 h. 1.6% of 360,000 active;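 note: NT is the 2HG producing partner of a matched IDH1 knockdown line; 0% = DMSO-treated cells and -100% = media-only wells without cells; nearly all actives have a fitted effect of over 55% in size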
#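 HT-1080-NT; 750 cells/well; 5% FBS RPMI; 48 h compound, 37 degrees C; CellTiter-Glo luminescence; curve fitting and curve-class assignment.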
# TDP-43 yeast inh = TDP-43 toxicity inhibition in yeast | AID 652104 | TDP-43 expressing yeast growth rescue, BacTiter-Glo, 24 h | 1.8% of 410,000 active | Potency, µM (doses to about 46.1 µM), without a hit: top-dose growth rescue (activation), actives largely listed as activators; note: % of control where 0% means no effect; nearly all actives have a fitted effect of over 50% in size
#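 Galactose-induced TDP-43 yeast, OD600=0.02, compound pinned; 24 hr, 30 deg C; BacTiter-Glo luminescence for growth. Inhibitors of TDP-43 toxicity read as activators.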
# SW480 rereplic = induces DNA re-replication in SW480 colon adenocarcinoma cells | SW480 DNA re-replication, Hoechst DNA content imaging, 48 h | Potency, µM (highest dose often 46.1 µM), inactives show top-dose re-replication activation, hits mostly activators | 1.8% of 340,000 active; note: % of control where 0% means no effect; nearly all actives have a fitted effect of over 55% in size
#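 DNA re-replication was detected as more nuclei of elevated Hoechst intensity after 48 hr exposure to compound (23 nL pinned per well of 250 cells).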
# Numbers without * were called inactive; ? = inconclusive; . = no result given; [ ] = dose if it differs, or a comment. Calls come from the whole dose curve; as a rule, active = well fitted curve in the direction sought with a large enough effect; inconclusive = small, poorly fitted or top-dose-only effect, or another doubt; inactive = no such curve, though single readings can be large; an effect the other way counts as inactive or inconclusive. Potency is the fitted concentration of half-maximal effect.
SMILES,GLP-1R agonist,KB-3-1 tox,GLP1R inv ag,KB-V1 MDR tox,HEK293 tox,HT1080 IDH1KD tx,HT1080NT lethal,TDP-43 yeast inh,SW480 rereplic
O=C(CSc1nc(=O)[nH]c2c1CCCC2)Nc1ccc(F)cc1F,10%,21%,-1%,35%,-9%,0%,-3%,1%,-42%[inhibitor]
O=C(NCc1nnc(SCC(=O)N2CCCC2)o1)c1cccc(C(F)(F)F)c1,-15%,0%,3%,6%,-1%,4%,2%,-16%,-2%
CCC(C)N(C(=O)CSc1ncnc2c1cnn2-c1ccccc1)C1CCS(=O)(=O)C1 (stereo not given),-2%,-15%,11%,0%,-2%,2%,0%,22%,-21%
COC(=O)Nc1ccc(S(=O)(=O)Nc2ncccn2)cc1,5%,0%,20%,15%,-5%,2%,2%,-5%,-92%[inhibitor]
CC1CC(C)CN(S(=O)(=O)c2ccc(NC(=O)CCN3C(=O)C4CC=CCC4C3=O)cc2)C1 (stereo not given),15%,-11%,?,-17%,-3%,-2%,0%,11%,-3%
CCc1ccc(N(CC(=O)NC2CC2)S(=O)(=O)c2ccc(C)cc2)cc1,13%,-2%,-14%,?,0%,1%,-4%,-4%,5%
O=C(O)CCNC1C=CS(=O)(=O)C1 (stereo not given),3%,-4%,3%,-13%,10%,1%,8%,-15%,-106%[inhibitor]
O=c1[nH]c2ccccc2[n+]([O-])c1-c1ccccc1,-1%,13%,-3%,4%,19%,17%,12%,-4%,-59%[inhibitor]
COc1cc2cnc(-c3ccccc3)c(-c3ccc(C#N)cc3)c2cc1OC,11%,13µM*,-29%,-3%,-27%,9%,0%,12%,0%
O=C(O)CCN1C(=O)S/C(=C\c2cccnc2)C1=O,1%,-1%,11%,0%,-5%,3%,5%,-21%,-3%
CCc1ccc(Nc2nc(N3CCOCC3)nc(N3CCOCC3)n2)cc1,-6%,?,?,-7%,5%,3%,0%,19%,8.2µM*
O=C1C2=C(C(c3ccccc3)=NCCN2)C(c2cccc([N+](=O)[O-])c2)N1c1ccccc1 (stereo not given),3%,3%,?,-13%,-22%,-13%,-10%,-19%,1%
NNC(=O)c1[nH]c2ccc([N+](=O)[O-])cc2c1-c1ccccc1,2%,?,?,-5%,-27%,3.7µM*,?,7%,?
Cc1noc(C)c1COC(=O)c1cc(S(=O)(=O)N2CCOCC2)ccc1F,14%,5%,-2%,11%,-36%,0%,12%,15%,2%
CCn1c(C)cc(O)cc1=O,-2%,?,15%,?,-9%,22%,10%,-19%,-4%

# Ten entries from above, arranged by SMILES length, high to low:
SMILES,GLP-1R agonist,KB-3-1 tox,GLP1R inv ag,KB-V1 MDR tox,HEK293 tox,HT1080 IDH1KD tx,HT1080NT lethal,TDP-43 yeast inh,SW480 rereplic
O=C1C2=C(C(c3ccccc3)=NCCN2)C(c2cccc([N+](=O)[O-])c2)N1c1ccccc1 (stereo not given),3%,3%,?,-13%,-22%,-13%,-10%,-19%,1%
O=C(NCc1nnc(SCC(=O)N2CCCC2)o1)c1cccc(C(F)(F)F)c1,-15%,0%,3%,6%,-1%,4%,2%,-16%,-2%
CCc1ccc(N(CC(=O)NC2CC2)S(=O)(=O)c2ccc(C)cc2)cc1,13%,-2%,-14%,?,0%,1%,-4%,-4%,5%
Cc1noc(C)c1COC(=O)c1cc(S(=O)(=O)N2CCOCC2)ccc1F,14%,5%,-2%,11%,-36%,0%,12%,15%,2%
COc1cc2cnc(-c3ccccc3)c(-c3ccc(C#N)cc3)c2cc1OC,11%,13µM*,-29%,-3%,-27%,9%,0%,12%,0%
CCc1ccc(Nc2nc(N3CCOCC3)nc(N3CCOCC3)n2)cc1,-6%,?,?,-7%,5%,3%,0%,19%,8.2µM*
COC(=O)Nc1ccc(S(=O)(=O)Nc2ncccn2)cc1,5%,0%,20%,15%,-5%,2%,2%,-5%,-92%[inhibitor]
O=C(O)CCN1C(=O)S/C(=C\c2cccnc2)C1=O,1%,-1%,11%,0%,-5%,3%,5%,-21%,-3%
O=C(O)CCNC1C=CS(=O)(=O)C1 (stereo not given),3%,-4%,3%,-13%,10%,1%,8%,-15%,-106%[inhibitor]
CCn1c(C)cc(O)cc1=O,-2%,?,15%,?,-9%,22%,10%,-19%,-4%

# The results go on.
SMILES,GLP-1R agonist,KB-3-1 tox,GLP1R inv ag,KB-V1 MDR tox,HEK293 tox,HT1080 IDH1KD tx,HT1080NT lethal,TDP-43 yeast inh,SW480 rereplic
COc1ccc(NC(=O)Cn2c(=O)oc3cc(S(=O)(=O)N4CCCC4)ccc32)c(OC)c1,-5%,3%,7%,-8%,-7%,1%,-11%,14%,-16%
Cc1ccc(S(=O)(=O)N2CCOC2CNC(=O)C(=O)NCc2cccnc2)cc1 (stereo not given),15%,-11%,-2%,-5%,-24%,7%,0%,5%,-4%
COc1ccccc1NC(=O)NC1(C(=O)NCC2CCCO2)CCCCC1 (stereo not given),5%,-10%,5%,-6%,1%,11%,11%,-9%,-10%
CCOC(=O)c1ccc(NC(=O)[C@@H](NC(N)=O)C(C)C)cc1,4%,18%,3%,20%,-6%,22%,?,-20%,-2%
CCCN(C)C1CN(Cc2cn(Cc3ccc(C(F)(F)F)cc3)nn2)S(=O)(=O)C1 (stereo not given),8%,10%,4%,?,-12%,19%,10%,-2%,.
C[C@H]1COC(=O)[C@H](CC(=O)OC(C)(C)C)C/C=C\C[C@@H](CC(=O)NCCO)C(=O)N1,0%,24%,15%,28%,23%,2%,13%,0%,3%
COC(=O)c1cc(OC)c(OC)cc1NC(=O)c1cc(-c2ccccc2)nc2ccccc12,6%,2%,-3%,12%,5%,-1%,12%,-16%,-4%
Cc1ccc2cc(NC(=O)c3ccccc3C)ccc2n1,20%,-2%,53%[activator],2%,13%,6%,17%,-4%,1%
COc1cccc(OCc2cc(C(=O)N3CCNC(=O)C3Cc3ccccc3)no2)c1 (stereo not given),4%,1%,-2%,0%,-3%,-5%,-9%,-15%,-8%
O=C(c1ccc2ccccc2c1)N1CCN(c2ccccc2)CC1,6%,-4%,0%,-30%,0%,0%,-2%,24%,-8%
COCc1ccc(C(=O)N2CCCC(Nc3ccc(F)c(F)c3)C2)s1 (stereo not given),9%,2%,-20%,?,22%,-6%,-5%,12%,-6%
O=C(N/C(=C/c1ccco1)C(=O)N1CCCCCC1)c1ccccc1,17%,-9%,-1%,-8%,-4%,12%,1%,-11%,-9%
COc1ccc(Cn2cc(CN3CC(N4CCN(C)CC4)CS3(=O)=O)nn2)cc1 (stereo not given),-3%,-2%,20%,17%,0%,12%,23%,17%,.
Cc1ccc2nc(COc3cccc(NC(=O)COc4ccccc4F)c3)cc(=O)n2c1,.,8%,14%,-5%,-7%,.,.,-13%,.
Cc1cccc(NC(=O)c2ccc(C3SCC(=O)N3CCc3ccccc3)cc2)c1 (stereo not given),0%,?,?,?,-1%,?,-21%,5%,0%
CSc1ccc(C2c3c(oc4cc(C)cc(C)c4c3=O)C(=O)N2CCO)cc1 (stereo not given),.,-2%,?,-3%,-6%,.,.,?,.
Cc1cc(N2CCOCC2)nc(NCc2ccccc2)n1,1%,-1%,-26%,?,2%,0%,12%,-16%,1%
O=C(NCc1ccc(F)cc1)c1cc(C2CCCN(C(=O)c3ccc4ccccc4c3)C2)on1 (stereo not given),0%,-17%,?,-32%,-8%,-19%,-9%,0%,.
O=S(=O)(c1ccc(N2CCN(Cc3ccccc3)CC2)nc1)N1CCCC1,-1%,?,?,?,-36%,-4%,-11%,8%,-4%
Cc1cccc(-c2nnc(SCC(=O)c3ccc(O)cc3O)n2C)c1,8%,-1%,5%,-5%,5%,-13%,-14%,22%,1%
O=C(CCn1c(=O)[nH]c2ccccc2c1=O)NCCSCc1ccccc1,-7%,7%,-2%[0.307 µM],-3%,-1%[0.307 µM],17%,20%,16%,-6%
O=C(O)CCSc1ccc([N+](=O)[O-])cc1[N+](=O)[O-],-4%,?,-3%,?,-21%,-26%,-30%,?,?
Cc1ccccc1C(=O)N/C(=C/c1ccc(-c2cccnc2Cl)o1)C(=O)NCCCN1CCN(C)CC1,17%,0%,-32%,-14%,-20%,-13%,-24%,-9%,21%
O=C(NNS(=O)(=O)c1ccccc1)c1ccncc1,-6%,11%,8%,8%,1%,8%,13%,-5%,0%
COc1ccc(/C=C2\SC(=O)N(CC(=O)NNC(=O)c3ccccc3O)C2=O)cc1OC,-17%,1%,38%[activator],-15%,-22%,?,-30%,18%,-7%
COc1ccc2[nH]cc(CCNS(=O)(=O)c3ccc(NC(C)=O)cc3)c2c1,10%,4%,-23%,24%,-1%,-5%,-5%,-12%,4%
N/C(=N\OC(=O)Cc1ccc([N+](=O)[O-])cc1)c1cccc(Br)c1,6%,9%,?,-18%,-1%,10%,-2%,16%[9.22 µM],-1%
CCOc1cccc2sc(N(CCN(C)C)C(=O)c3ccc4c(c3)OCCO4)nc12,7%,-11%,?,-10%,3%,-10%,-22%,-12%,-1%
Cn1c(-c2ccccc2Br)n[nH]c1=S,-2%,6%,34%[activator],16%,-10%,4%,4%,11%,1%
CSCCC(NC(=O)COc1ccccc1)C(=O)OCC(=O)c1cc2ccccc2o1 (stereo not given),-5%,-4%,-7%,-11%,12%,1%,-2%,7%,2%
